From PubChem
PI4K2A block = blocks human PI4K2A kinase activity. Q9BTU6. AID 1346378. activity change, negative = inhibition, % at 76.9 µM. actives 0.13% (n = 420,000). purified PI4K2A, ADP-Glo luminescence, 1 h; stronger effect = lower value; in the data active means activity change below about -50%;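 further: -100% = wells without enzyme as full effect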
Target sequence (Q9BTU6 whole entry, looked up): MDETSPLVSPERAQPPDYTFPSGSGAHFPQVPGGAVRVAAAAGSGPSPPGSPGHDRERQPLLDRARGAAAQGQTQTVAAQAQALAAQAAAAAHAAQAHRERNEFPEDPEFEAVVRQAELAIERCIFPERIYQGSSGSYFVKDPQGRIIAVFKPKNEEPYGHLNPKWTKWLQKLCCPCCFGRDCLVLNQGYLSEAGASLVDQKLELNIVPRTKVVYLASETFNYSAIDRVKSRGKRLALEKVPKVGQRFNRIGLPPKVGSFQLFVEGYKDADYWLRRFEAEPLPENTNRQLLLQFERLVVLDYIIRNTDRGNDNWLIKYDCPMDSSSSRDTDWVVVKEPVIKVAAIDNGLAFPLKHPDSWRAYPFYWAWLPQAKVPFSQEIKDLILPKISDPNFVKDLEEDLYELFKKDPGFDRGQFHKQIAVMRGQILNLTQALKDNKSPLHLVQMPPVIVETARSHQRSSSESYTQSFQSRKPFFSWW
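PI4K2A activity was measured by ADP-Glo luminescence: enzyme (4 ug/mL stock) and phosphatidylinositol (1.2 mM stock) in Tris pH 7.5/MgCl2/EGTA/Triton X-100 buffer were reacted with ATP (300 microM stock) for one hour at ambient temperature.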
An asterisk follows results filed as active.

PI4K2A block	Structure
1	COCCCNC(=O)C[C@H]1C[C@@]2(C(=O)OC)C(=C[C@H](C(C)C)O[C@@H]2C2CC2)N(CCC2=CCCCC2)C1=O
4	O=C(NC1CCCC1)C(c1ccccc1)n1c(-c2cccs2)nc2ccccc21 (centres undefined)
1	COc1ccc(CN2C[C@H](O)COC[C@@H]3O[C@H](CC(=O)NCc4ccncn4)CC[C@H]32)cc1
-2	Cc1ccc(C)c(NC(=O)C2CCCN2S(=O)(=O)c2cccc3cccnc23)c1 (centres undefined)
2	CCN(CC)c1ccc(NC(=O)CSc2nnc(SCc3ccc(Cl)cc3)s2)cc1
-13	C[C@@H](CN1CC(=O)NC(=O)C1)N1CC(=O)NC(=O)C1
1	O=C(N[C@@H]1CCCc2c1cnn2-c1ccc(F)cc1F)c1ccccn1
4	COC(=O)[C@@]12C[C@@H](CC(=O)NCc3ccc(C)o3)C(=O)N(Cc3ccccc3)C1=CCC(C)(C)C2
-3	O=C(c1ccc(Cl)c(Cl)c1)N1CCN(c2ccnc3cc(Cl)ccc23)CC1
-3	Cc1ccc(S(=O)(=O)N2c3ccccc3OC(C(=O)OC(C)(C)C)(C(=O)OC(C)(C)C)C2CC(=O)c2ccccc2)cc1 (centres undefined)
6	COC(=O)C1CCN(C(=O)C2CC(=O)N(c3ccc(OC)cc3)C2c2ccc(OC)cc2)CC1 (centres undefined)
-3	CCCCNC(=O)C(NC(=O)Cc1cc(OC)cc(OC)c1)C(=O)c1ccccc1 (centres undefined)
0	CCOC(=O)[C@@]12CN(C(=O)OC(C)(C)C)CC=C1N(Cc1ccc(OC)cc1)C(=O)[C@H]2CC(=O)NCC1CCCCC1
-3	CCCCCCCCN1C(=O)[C@@H](CC(=O)NCc2cccc(C(F)(F)F)c2)C[C@@]2(C(=O)OC)C1=C[C@H](C(C)C)O[C@@H]2C1CC1
-4	C[C@H]1[C@@H](OC(=O)NCc2ccc(Cl)c(Cl)c2)CC[C@@]23CCCN2C(=O)CCC[C@@H]13
3	CCN1CCN(C(=O)N[C@@H](C(=O)N[C@@H]2C(=O)N3[C@@H]2SC(C)(C)[C@H]3C(=O)O)c2ccccc2)C(=O)C1=O
-12	CC(C)C(NC(=O)[C@H](Cc1ccccc1)NC(=O)OCc1ccccc1)P(=O)(O)OC(Cc1ccccc1)C(=O)O (some centres undefined)
4	Cc1ccccc1CN1CCCCC(NC(=O)Nc2ccccc2F)C1=O (centres undefined)
-3	CCCC1CCC2(CCCN2CCOC(=O)Nc2cccc(Cl)c2)CC1 (centres undefined)
5	CCCCCCCCN1C(=O)[C@@H](CC(=O)N2CCN(C(=O)c3ccco3)CC2)C[C@@]2(C(=O)OC)C1=C[C@H](C(C)C)O[C@@H]2C1CC1
-2	CCS(=O)(=O)Nc1ccc2c(c1)C(=O)N(C)[C@@H]1CC[C@H](CC(=O)N3CCCCC3)O[C@H]1CO2
-3	CC(C)(N[C@@H](Cc1ccccc1)C(=O)NCCCc1ccccc1)C(=O)NCc1ccccc1
-9	O=[N+]([O-])c1ccccc1C=Nn1c(-c2cc(-c3ccccc3)n[nH]2)n[nH]c1=S
4	COCC(=O)N1C[C@H](C)[C@H](OC)CN(C)C(=O)c2cc(NC(=O)Nc3cccc(F)c3)ccc2OC[C@@H]1C
-5	CCn1c(COc2ccccc2)nnc1SCC(=O)Nc1ccc(Oc2ccccc2)cc1

4 compounds already listed, arranged by SMILES length, low to high:
PI4K2A block	Structure
-13	C[C@@H](CN1CC(=O)NC(=O)C1)N1CC(=O)NC(=O)C1
-2	Cc1ccc(C)c(NC(=O)C2CCCN2S(=O)(=O)c2cccc3cccnc23)c1 (centres undefined)
4	COCC(=O)N1C[C@H](C)[C@H](OC)CN(C)C(=O)c2cc(NC(=O)Nc3cccc(F)c3)ccc2OC[C@@H]1C
5	CCCCCCCCN1C(=O)[C@@H](CC(=O)N2CCN(C(=O)c3ccco3)CC2)C[C@@]2(C(=O)OC)C1=C[C@H](C(C)C)O[C@@H]2C1CC1

Part of the list above, as tab-separated lines.
Molecule	PI4K2A block
CC(C)(N[C@@H](Cc1ccccc1)C(=O)NCCCc1ccccc1)C(=O)NCc1ccccc1	-3
O=[N+]([O-])c1ccccc1C=Nn1c(-c2cc(-c3ccccc3)n[nH]2)n[nH]c1=S	-9
COCC(=O)N1C[C@H](C)[C@H](OC)CN(C)C(=O)c2cc(NC(=O)Nc3cccc(F)c3)ccc2OC[C@@H]1C	4

(next part)
PI4K2A block	Structure
-4	C#CCNC(=O)C[C@H]1C(=O)N(CCCOC)C2=CCCCC[C@]21C(=O)OC
-4	COc1cc(C=Nn2c(-c3n[nH]c4c3CCC4)n[nH]c2=S)ccc1OCc1ccccc1
-2	CCCCOc1ccc(C(=O)NC2CCCCN(Cc3cccc(Cl)c3)C2=O)cc1 (centres undefined)
-7	COC(=O)CN1CCN(C(=O)c2nocc2C)CC1
-4	CC(C)C[C@H](NC1(C(=O)NCCc2c[nH]c3ccccc23)CCC1)C(=O)NCCCc1ccccc1
3	CCOC(=O)[C@]12CCCC=C1N(CCC1=CCCCC1)C(=O)[C@H](CC(=O)NCCCN1CCCC1=O)C2
1	C=Cc1ccc(C(=O)N(Cc2ccc(F)cc2)C(C(=O)N(C)C2CCCC2)c2ccc(OC)c(OC)c2)cc1 (centres undefined)
3	CC(C)C1N=C(NC(=O)OCc2ccccc2)NC1=O (centres undefined) (tested in a mixture with another compound)
-2	O=C(Nc1nc2ccc(Cl)cc2s1)c1cc(-c2ccc(Cl)cc2)nc2ccccc12
-3	COC(=O)C(C(=O)OC)c1ccccc1NS(=O)(=O)c1c(C)cc(C)cc1C
0	CS(=O)(=O)N[C@@H]1C[C@@H]2O[C@H](CO)CC[C@@H]2O[C@@H]1CCc1ccc(/C=C/c2ccccc2)cc1
-1	O=C(CSc1nnc(-c2cccnc2)n1-c1ccccc1)c1ccccc1Cl
4	C#CCN1C(C(=O)OC)CN(CCCCCC)CCS1(=O)=O (centres undefined)
-2	Cc1ccc(OCCOc2ccc(Cl)cc2Cl)c(Br)n1
-2	CC(C)CN1C(=O)[C@]2(CC(=O)N(C)C2c2ccccc2)c2cc(-n3cc(CN(C)C)nn3)ccc21 (some centres undefined)
3	Cc1ccc(Cn2cc(COC(=O)NCCc3c[nH]c4ccccc34)nn2)cc1
-1	COC(=O)C1CN(CCO)CCS(=O)(=O)N1Cc1cn(Cc2ccccc2Br)nn1 (centres undefined)
-1	CCN(CC)C(=O)CC[C@H]1CC[C@]2(CCCN(C(=O)C(C)(C)C)C2)O1
-3	Cc1cc(-c2n[nH]c(=S)n2N=Cc2ccc(O)cc2)n[nH]1
-1	COCCCN1C(=O)[C@H](CC(=O)NCC23CC4CC(CC(C4)C2)C3)[C@]2(C(=O)OC)CCCCC=C12
4	COc1ccc(-n2c(COc3ccc(C)cc3)nnc2SCC(=O)Nc2ccc(S(=O)(=O)Nc3cc(C)nc(C)n3)cc2)cc1
-5	CN1C(=O)C[C@@](C#N)(C(=O)NCCc2ccccc2)[C@H]1c1ccccc1
4	CN(C)[C@H]1CCN(c2cccc3c2S(=O)(=O)N2CC[C@@H](C2)O3)C1
2	COC(=O)[C@]12C[C@H](CC(=O)NCc3cccc4ccccc34)C(=O)N(Cc3ccc4c(c3)OCO4)C1=C[C@H](C(C)C)O[C@@H]2C1CC1
5	COC(=O)c1cc(-c2ccc(C(C)=O)cc2)c(=O)n2c1CCC2

3 of the entries above in order of the PI4K2A block value, low to high.
PI4K2A block	Structure
-2	Cc1ccc(OCCOc2ccc(Cl)cc2Cl)c(Br)n1
-1	CCN(CC)C(=O)CC[C@H]1CC[C@]2(CCCN(C(=O)C(C)(C)C)C2)O1
3	CCOC(=O)[C@]12CCCC=C1N(CCC1=CCCCC1)C(=O)[C@H](CC(=O)NCCCN1CCCC1=O)C2

(further entries)
PI4K2A block	Structure
-3	COc1ccc(-n2c(COc3ccccc3)nnc2SCC(=O)Nc2ccc(OCc3ccccc3)cc2)cc1
2	O=C(NCCc1ccccc1)OCc1cn(Cc2cccc(C(F)(F)F)c2)nn1
-3	COC(=O)[C@]12C[C@H](CC(=O)NCc3ccc(OC)c(OC)c3)C(=O)N(Cc3cccc4ccccc34)C1=C[C@H](C(C)C)O[C@@H]2C1CC1
-5	O=C(CSc1nnc(-c2ccc(Cl)cc2)n1-c1ccccc1)Nc1ccc(Oc2ccccc2)cc1
-7	Cc1ccc(-c2cc(C(=O)NN=Cc3c(O)ccc4ccccc34)[nH]n2)cc1C
2	CCC(CC)NC(=O)O[C@H]1CC[C@@]23CCCN2C(=O)CCC[C@H]3C1
-1	O=C(NCCc1ccc(F)cc1)c1ccc2c(c1)ncn2C1CCCCC1
1	COc1cccc(OC)c1NC(=O)OC1CCC12CCC(c1ccccc1)CC2 (centres undefined)
-5	Cc1cc(C)n2ncc(C(=O)Nc3ccc4c(c3)OCCO4)c2n1
0	CCNC(=O)CCc1nc(-c2ccc(C(C)C)cc2)no1
-2	O=C(N1CCC(C(O)(c2ccccc2)c2ccccc2)CC1)n1ncc(C(O)(c2ccccc2)c2ccccc2)n1
2	O=C(CCC(=O)N1CCN(C2c3ccccc3-c3ccccc32)CC1)Nc1nnc(C(F)(F)F)s1
-1	Cc1csc(NC(=O)c2ccc(COc3cccc(Cl)c3)o2)n1
1	CCCCNC(=O)C[C@H]1C[C@@]2(C(=O)OC)C(=C[C@H](C(C)C)O[C@@H]2C2CC2)N(Cc2ccco2)C1=O
-5	C=CCN1C(=O)[C@@H](CC(=O)NCc2cccc(C(F)(F)F)c2)[C@]2(C(=O)OCC)CCCCC/C=C/12
2	CCC[C@H]1[C@H](N)CC[C@@]23CCCN2C(=O)CCC[C@@H]13
0	CC(C)(C)NC(=O)C1C(c2ccc(C(F)(F)F)cc2)=Nc2ccccc2N1C(=O)c1cccc2ccccc12 (centres undefined)
-6	COc1ccc(NC(=O)C2C(c3ccc4c(c3)OCO4)=Nc3ccccc3N2C(C)=O)cc1 (centres undefined)
-1	CCC(C)CN1C(=O)CSCC1(C)C(=O)NCc1ccccc1 (centres undefined)
2	COC(=O)[C@]12C[C@H](CC(=O)N3CCN(C(=O)c4ccco4)CC3)C(=O)N(Cc3ccc(Cl)cc3Cl)C1=C[C@H](C(C)C)O[C@@H]2C1CC1
-2	CC(c1nc2ccccc2n1Cc1ccccc1)n1c(-c2cnccn2)nc2ccccc21 (centres undefined)
1	COC(=O)[C@]12C[C@H](CC(=O)NCc3ccc(OC)c(OC)c3)C(=O)N(Cc3ccc(Cl)cc3Cl)C1=C[C@H](C1CCCC1)O[C@@H]2C
4	CCCCOCCCNC(=O)C[C@@H]1C[C@@]2(C(=O)OC)CCCCC=C2N(Cc2ccc3c(c2)OCO3)C1=O
-1	CCn1c(Cc2cccs2)nnc1SCC(=O)Nc1ccc(OCc2ccccc2)cc1
0	COCCOC(=O)N(C)C[C@@H]1OCCCC[C@H](C)Oc2ccc(NC(=O)Nc3ccccc3)cc2C(=O)N([C@@H](C)CO)C[C@H]1C

(next part)
PI4K2A block	Structure
0	CC(=O)N1CCN(c2ccc(O)cc2)CC1
-3	O=C1CCC[C@H]2C[C@H](NCc3ccccc3F)CC[C@]23CCCN13
3	N#Cc1ccc(/C=C2\CC3(OC(=O)c4ccco4)CCCN2C3)cc1 (centres undefined)
-1	CC(C)(C)c1ccc(S(=O)(=O)N2CCC(c3cn4ccccc4n3)CC2)cc1
2	CC(C)Cn1c(=O)cc(N2CCN(c3cccc(C(F)(F)F)c3)CC2)[nH]c1=O
4	CCCCNC(=O)c1[nH]c(C2CCNCC2)nc1-c1cccc(C(F)(F)F)c1
4	COc1cccc(Cn2cc(COC(=O)Nc3ccc(F)cc3)nn2)c1
-2	COC(=O)c1cccc(Cn2ccc3ccc(-c4ccc5ccn(C(=O)c6ccccc6)c5c4)cc32)c1
0	COC(=O)[C@@]12C[C@@H](CC(=O)N3CCN(C(=O)c4ccco4)CC3)C(=O)N(Cc3ccco3)C1=CCC(C)(C)C2
4	O=C(c1cccs1)N1CC[C@H]2[C@H](CCCN2Cc2ccc(F)cc2)C1
0	O=C(Nc1ccccc1Cl)OC1CC2CC1[C@H]1CCCCN1[C@H]2Cc1ccccc1 (some centres undefined)
-3	COC(=O)[C@@]12CCCCC3=C1N(CCC3)C(=O)[C@H]2CC(=O)NCC1CCCCC1
1	CCOC(=O)c1cccc(NC(=O)CN(C)S(=O)(=O)c2ccco2)c1
-4	Cc1ccc(S(=O)(=O)N2CCC(C(=O)NCc3cccs3)CC2)cc1
2	CCCNC(=O)N[C@H]1C=C[C@H](CC(=O)OC)O[C@@H]1CO
3	CCOC(=O)N1CCN(C(=O)C[C@H]2C[C@@]3(C(=O)OC)C(=C[C@H](C(C)(C)C)O[C@@H]3C)N(CCc3ccc(OC)c(OC)c3)C2=O)CC1
-6	O=C(NCCCN1CCN(c2ccc(F)cc2)CC1)Nc1ccccc1
2	CCN(CC)C(=O)CSc1nnc(-c2ccc(C(C)(C)C)cc2)n1-c1ccc(Cl)cc1
-5	O=C(CN1CCC(NC(=O)NCc2ccccc2)CC1)Nc1ccc2c(c1)OCCO2
2	Cc1ccc(S(=O)(=O)N2[C@H](CC(=O)c3cccc4ccccc34)OC[C@@H]2C(C)C)cc1
-6	COc1ccc(C(C(=O)NCc2ccccc2)n2c(=O)c(-c3ccccc3)nc3ccccc32)cc1 (centres undefined)
3	COc1cccc(NC(=O)Nc2nc3ncccn3c2-c2ccc(C(F)(F)F)cc2)c1
-4	O=C(NCCN1CCC(Cc2ccccc2)CC1)C1CCCN(S(=O)(=O)c2cccs2)C1 (centres undefined)
-1	COC(=O)[C@H]1C[C@@]2(C#N)c3ccccc3N(C(=O)OC(C)(C)C)[C@H]2N1C(=O)OC(C)(C)C
-4	Cn1cc(C2(C)CCOc3ccccc32)c2ccccc21 (centres undefined)
-5	O=c1c(-c2ccccc2)nc2ccccc2n1C(c1ccccn1)c1nc2ccccc2[nH]1 (centres undefined)
0	COC(=O)[C@]12CCCCC=C1N(CCc1ccc(OC)c(OC)c1)C(=O)[C@H](CC(=O)N1CCCCC1)C2
-3	C=CCN1[C@H](CC(C)C)COc2cc(F)ccc2S1(=O)=O

An excerpt; count on the stated rates, not on these rows.
